# Assay outcomes deposited in PubChem by several laboratories.
# Bcl-B displacement: displacers of TR3 peptide from Bcl-B, primary screen, selectivity assay for Bfl-1 inhibitor project, biochemical, fluorescence polarization; AID 748, 2007; 96,000 compounds, 0.11% hits; FP displacement of FITC-TR3 peptide from Bcl-B; higher % means a stronger effect; displacement, % at 20 µM, or IC50 in µM where a hit was titrated;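 active means displacement above 50% at 20 µM plus a fluorescence interference ratio under 1.5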;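 further: plate controls were wells without compound for no effect and wells lacking Bcl-B protein for full effect; a part of the inactive calls stands beside numbers as strong as those of hits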
# PLAP inhibition: PLAP enzyme inhibitors, biochemical, luminescence, HTS (AID 690); purified PLAP, luminescent substrate; higher % means a stronger effect; one-dose inhibition, % at 20 µM; IC50 in µM for titrated hits; 96,000 compounds, 0.08% hits; in the data active means a potency from the dose series; inactive means the rest, 99 in 100 with inhibition below about 30%; further: strong numbers were not always called active
# MRP resist rev: reversal of MRP1-mediated doxorubicin resistance, primary screen, H69AR cells, doxorubicin co-treatment. H69AR cells + 2 uM doxorubicin, CellTiter-Glo, 72 h. AID 602, 2007. differential viability (reversal), % at 10 µM. 85,000 compounds, 0.04% hits;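 active means viability drop by adding the cancer drug above about 55%, with treated viability meeting a 40% cutoff, limit read from the data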;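 further: viability without doxorubicin minus viability with 2 µM doxorubicin for each compound; larger differential means the compound sensitizes cells more to doxorubicin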
# NFkB transloc inh: inhibitors of IL-1B driven NFkB p65 nuclear import, primary screen, imaging, HUVEC, IL-1B stimulus, high-content imaging | HUVEC IL-1B NFkB p65 nuclear translocation imaging | inhibition, % at 2 µM | 94,000 compounds, 0.43% hits;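 active means inhibition above about 30% together with a positive call from visual inspection of the well image, limit read from the data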;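 further: nuclear over cytoplasmic p65 intensity ratio measured by imaging; 0% = IL-1B stimulated DMSO wells and 100% = unstimulated DMSO wells; values of inactives mirror those of a sister screen read the other way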
# IL1B NFkB pot: enhancers of NFkB p65 translocation in HUVEC – imaging, IL-1B stimulus, high-content imaging, primary screen; HUVEC IL-1B NFkB p65 nuclear translocation imaging; activation, % at 2 µM; 94,000 compounds, 0.3% hits;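 active means activation above 40%, about the mean plus 3 SD, also judged a hit on visual image review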;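 further: percent activation is computed from the nuclear over cytoplasmic p65 intensity ratio; values of inactives mirror those of a sister screen read the other way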
# MRP resist rev cytotoxicity: recorded beside MRP resist rev, whose call it bears; viability, %; H69AR cells, CellTiter-Glo, 72 h; measured here: cytotoxicity without doxorubicin
# MRP resist rev with doxorubicin: recorded beside MRP resist rev, whose call it bears; viability, %; measured here: viability with 2 uM doxorubicin; active compounds read low
# NFkB transloc inh cell count 2 µM: second read-out of NFkB transloc inh, no call of its own (marks repeat the call); cell count; measured here: cells passing quality filter;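 raw number of nuclei counted in each imaged well without normalization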
# IL1B NFkB pot cell count 2 µM: further read-out of IL1B NFkB pot, marked with its call; cell count; measured here: cells passing quality filter
# Active calls of the source: *; nt = no result given. Some of the compounds tested, so the mix of outcomes need not match the whole.
canonical_smiles	MRP resist rev	MRP resist rev cytotoxicity	MRP resist rev with doxorubicin	NFkB transloc inh	PLAP inhibition	Bcl-B displacement	NFkB transloc inh cell count 2 µM	IL1B NFkB pot	IL1B NFkB pot cell count 2 µM
Cn1c(N)c(C(=O)COC(=O)Cn2cc(C(F)(F)F)ccc2=O)c(=O)n(C)c1=O	-4.9	82.4	87.3	-1.7	-14.9%	-3.2%	181	1.7	181
CC(OC(=O)c1cccs1)C(=O)NCC1CCCO1 (stereo unspecified)	-1.2	87.5	88.6	nt	-10.6%	-4.4%	nt	nt	nt
O=C(NCc1ccco1)C(c1cccs1)N(Cc1ccccc1)C(=O)Cn1nnc2ccccc21 (stereo unspecified)	nt	nt	nt	1.4	11.8%	2.0%	170	-1.4	170
Cc1ncc(C23CC4CC(CC(C4)C2)C3)[nH]1	1.6	81.0	79.4	nt	-28.3%	0.3%	nt	nt	nt
CCOC(=O)N1CCN(C(=O)c2cn(-c3ccc(C)c(C)c3)c(=O)c3ccccc23)CC1	-9.4	58.7	68.0	nt	-48.6%	-0.9%	nt	nt	nt
O=C(CSc1nccc(=O)[nH]1)N1CCCc2ccccc21	3.9	94.9	91.0	-8.9	-25.7%	9.2%	172	8.9	172
COC(=O)/C(=C1/Oc2cc3c(cc2S1)OCO3)C(F)(F)F	7.8	96.6	88.8	nt	20.6%	-1.2%	nt	nt	nt
COCCNC(=O)c1c(CSc2ccc(F)cc2)noc1C(=O)NCc1ccccc1	nt	nt	nt	10.4	-7.0%	-5.2%	127	-10.4	127
CCc1nnc(NC(=O)CSc2nnc(-c3ccccc3OC)n2-c2ccc(C)cc2)s1	0.6	79.5	78.9	-23.9	-27.6%	-0.3%	164	23.9	164
Cc1ccc(C)n1-c1ccccc1N	2.1	84.2	82.1	17.8	nt	nt	92	-17.8	92
O=C(COC(=O)c1cccc(S(=O)(=O)N2CCOCC2)c1)Nc1nc(-c2ccccc2Cl)cs1	11.7	77.1	65.4	-2.6	-14.2%	-11.7%	178	2.6	178
O=C(c1cn(-c2ccccc2)nc1-c1cccs1)N(CCO)Cc1ccccc1	3.9	23.4	19.5	9.3	-71.7%	-11.0%	133	-9.3	133
CSc1nc(N2CCCC2)c2c(c1C#N)CC(C)(C)OC2	0.0	86.2	86.2	-3.6	-17.5%	-22.8%	164	3.6	164
CN(C)S(=O)(=O)N1CCN(CC(O)COc2ccc3cc(Br)ccc3c2)CC1 (stereo unspecified)	0.9	70.8	69.8	9.4	-41.6%	-9.0%	105	-9.4	105
CCN1CCN(Cc2c(O)ccc3c(=O)c(-c4ccccc4OC)coc23)CC1	nt	nt	nt	-0.5	-28.8%	-0.4%	92	0.5	92
COc1ccc(C2N3CC4(C)CN2CC(C)(C3)C4)cc1OC (stereo unspecified)	13.6	98.6	85.0	nt	13.5%	-5.9%	nt	nt	nt
Cc1cccc2cc3c(N)c(C#N)sc3nc12	nt	nt	nt	7.7	-293.9%	-69.2%	91	-7.7	91
CCOCCCNc1nc(=S)[nH]c2cc(OC)c(OC)cc12	-14.2	51.8	65.9	4.9	-2.8%	-9.8%	225	-4.9	225
Cc1nn(-c2ccccc2)c2c1C(c1ccco1)C(C#N)=C(N)O2 (stereo unspecified)	15.6	93.0	77.4	7.7	-27.3%	-0.5%	71	-7.7	71
CCOC(=O)N1CCN(CC(=O)Nc2ccc(Oc3ccccc3)cc2)CC1	-2.1	60.1	62.2	14.1	-65.5%	6.1%	158	-14.1	158
CC(=O)NS(=O)(=O)c1ccccc1	-9.7	102.1	111.8	11.2	-4.9%	-9.3%	115	-11.2	115
CCOc1ccccc1OCc1nn2c(-c3ccc(C)cc3)nnc2s1	11.6	94.3	82.8	-0.7	55.8µM*	-7.7%	167	0.7	167
CCN1CCN(Cc2c(OC)ccc3ccccc23)CC1	-15.0	96.0	110.9	3.0	5.2%	-6.7%	107	-3.0	107
Cc1noc(C)c1S(=O)(=O)NCc1ccc2c(c1)OCO2	-10.4	82.6	93.0	-1.6	12.9%	-2.9%	170	1.6	170
COc1ccc(/C=C2\N=C(c3c(-c4ccccc4)noc3C)OC2=O)cc1OC	nt	nt	nt	-1.1	-54.9%	-9.3%	135	1.1	135
Cc1ccc(N/C=C(/C#N)c2ccsc2)cc1	-9.6	74.8	84.3	-1.5	11.8%	-10.2%	82	1.4	82
COC(=O)c1c(C(=O)NCc2ccccc2)ncn1CC(O)COc1ccccc1 (stereo unspecified)	0.3	100.3	100.0	0.6	-20.4%	-8.5%	174	-0.6	174
CC(=O)c1ccc(Nc2ncnc3c2oc2ccccc23)cc1	2.2	105.7	103.5	2.1	-4.8%	-27.7%	99	-2.1	99
CN1CCN(Cc2c(O)ccc3c(-c4ccccc4)cc(=O)oc23)CC1	12.9	79.3	66.4	11.4	-62.8%	10.4%	94	-11.4	94
CCOc1ccc2[nH]c(=O)c(C(c3nnnn3C3CCCCC3)N3CCN(C)CC3)cc2c1 (stereo unspecified)	9.8	95.5	85.8	nt	-52.8%	-8.6%	nt	nt	nt
CC(=O)Nc1cc(S(=O)(=O)C(F)(F)F)ccc1Cl	7.5	92.4	84.9	-11.2	-4.2%	-8.8%	143	11.2	143
CCOC(=O)N1CCC(NC(=O)c2ccc3c(c2)N(Cc2ccccc2)CCS3)CC1	17.3	45.1	27.8	-0.5	-283.5%	-6.8%	187	0.5	187
OCCN1CCOCCN(CCO)CCN(CCO)CC1	0.7	98.7	98.0	nt	-72.0%	-0.7%	nt	nt	nt
COC(=O)COc1ccc(S(=O)(=O)NCc2cccnc2)cc1	32.3	96.2	63.9	7.3	18.9%	-0.6%	93	-7.3	93
COc1ccccc1C(=O)NC(=Nc1nc2ccccc2o1)NC(=O)c1ccccc1OC	-3.7	18.4	22.2	4.3	-48.3%	-3.8%	126	-4.3	126
CN(C)S(=O)(=O)c1ccc2[nH]cc(/C=C/c3nc4ccccc4c(=O)n3-c3ccccc3)c2c1	-1.9	36.5	38.5	-5.8	-21.4%	-2.8%	137	5.8	137
CCOC(=O)C1=C(CSc2nccn2C)NC(=O)NC1c1cc(C)ccc1C (stereo unspecified)	12.7	96.1	83.4	-10.2	-13.8%	1.1%	214	10.2	214
O=[n+]1c2c(n([O-])c3cc(F)c(N4CCCC4)cc31)CCCC2	6.9	92.4	85.5	-6.3	27.0%	-26.3%	150	6.3	150
Cc1cccc(/C=C2/C(=O)/C(=C/c3ccccc3C)C3CCC2N3C)c1 (stereo unspecified)	nt	nt	nt	6.7	5.5%	-6.9%	111	-6.7	111
COc1cccc(-n2nnnc2SCC(=O)Nc2ccc(C(C)=O)cc2)c1	9.9	98.7	88.8	2.2	nt	nt	116	-2.2	116

# 3 compounds from above, sorted by molar mass, rising:
canonical_smiles	MRP resist rev	MRP resist rev cytotoxicity	MRP resist rev with doxorubicin	NFkB transloc inh	PLAP inhibition	Bcl-B displacement	NFkB transloc inh cell count 2 µM	IL1B NFkB pot	IL1B NFkB pot cell count 2 µM
CC(=O)c1ccc(Nc2ncnc3c2oc2ccccc23)cc1	2.2	105.7	103.5	2.1	-4.8%	-27.7%	99	-2.1	99
CCOC(=O)N1CCC(NC(=O)c2ccc3c(c2)N(Cc2ccccc2)CCS3)CC1	17.3	45.1	27.8	-0.5	-283.5%	-6.8%	187	0.5	187
CCOc1ccc2[nH]c(=O)c(C(c3nnnn3C3CCCCC3)N3CCN(C)CC3)cc2c1 (stereo unspecified)	9.8	95.5	85.8	nt	-52.8%	-8.6%	nt	nt	nt

# Next results follow:
canonical_smiles	MRP resist rev	MRP resist rev cytotoxicity	MRP resist rev with doxorubicin	NFkB transloc inh	PLAP inhibition	Bcl-B displacement	NFkB transloc inh cell count 2 µM	IL1B NFkB pot	IL1B NFkB pot cell count 2 µM
O=C(Nc1ccc(OC(F)(F)C(F)F)c(NC(=O)c2ccc(F)cc2)c1)c1ccc(F)cc1	nt	nt	nt	-15.5	nt	nt	189	15.5	189
Cc1cccc(NC(=O)C2CC(=O)OC23CCCCC3)c1 (stereo unspecified)	-2.7	89.6	92.3	13.7	11.7%	0.3%	126	-13.7	126
COC(=O)c1sccc1NC(=O)CN1CCN(c2ccc(F)cc2)CC1	-13.9	67.4	81.3	nt	-68.5%	1.5%	nt	nt	nt
CCCOc1ccccc1-n1sc2c(c1=S)-c1cc(OC)cc3c1N(C(=O)C3=O)C2(C)C	0.3	1.5	1.3	-20.4	-14.5%	3.8%	77	20.4	77
O=C(CC1COc2ccccc2O1)NCc1ccccc1 (stereo unspecified)	-14.2	94.0	108.2	-5.7	nt	nt	118	5.7	118
CC(C)C(c1nnnn1C1CCCCC1)N1CCc2ccccc21 (stereo unspecified)	20.7	108.2	87.5	8.5	1.0%	1.9%	127	-8.5	127
COC(=O)c1cc(Br)c(=O)n(-c2cc(C)on2)c1	2.8	88.0	85.2	-7.2	2.5%	5.0%	124	7.2	124
COC(=O)c1c(NC(=O)c2c(C)noc2C)sc2c1CCCCCC2	7.4	50.4	43.0	-2.9	-4.8%	-1.1%	124	2.9	124
OCCN1CCN(C(=S)c2ccc(Cl)cc2)CC1	6.9	87.4	80.5	11.8	-3.8%	0.0%	73	-11.8	73
CCOc1ccccc1N=C1NC(=O)CS1	-4.4	85.9	90.3	0.8	8.9%	-6.3%	166	-0.8	166
CC1CCCCN1Cc1ccc(N)cc1 (stereo unspecified)	5.6	76.8	71.2	10.7	nt	nt	78	-10.7	78
COC(=O)C1=C(NC(=O)c2ccc(C)c(C)c2)CCS1	nt	nt	nt	-8.9	8.3%	8.0%	177	8.9	177
O=C(COc1ccccc1)NC1=NCCS1	nt	nt	nt	10.6	21.4%	3.1%	146	-10.6	146
Cn1ncc(Cl)c1C(=O)Nc1sc2c(c1C(N)=O)CCC2	-0.6	63.8	64.4	-33.9	nt	nt	169	33.9	169
CSc1ccccc1NC(=O)c1ccccc1N(Cc1ccccc1)S(C)(=O)=O	19.3	97.1	77.8	10.3	-26.6%	-3.4%	169	-10.3	169
CC1CC(C)(C)N(C(=O)NC2CCCCC2)c2ccccc21 (stereo unspecified)	-17.0	50.6	67.5	13.1	nt	nt	105	-13.1	105
CCCCOCCCNC(=O)c1ccccc1OCC	17.6	106.8	89.2	nt	13.2%	5.8%	nt	nt	nt
Cc1nc(NC(=O)CN(C)S(=O)(=O)c2ccc(Br)cc2)sc1C	-11.7	53.0	64.7	9.3	7.0%	10.6%	151	-9.3	151
Cc1cc2ccccc2n1CCNC(=O)C(C)Oc1ccccc1 (stereo unspecified)	11.2	94.5	83.3	0.1	-60.5%	20.8%	175	-0.1	175
CCC(=O)c1cccc2c1N=CC1=C(CC(C)(C)CC1=O)N2	-2.5	74.2	76.6	9.9	13.2%	-8.3%	176	-9.9	176

# The final two records of the section above open the next one.
canonical_smiles	MRP resist rev	MRP resist rev cytotoxicity	MRP resist rev with doxorubicin	NFkB transloc inh	PLAP inhibition	Bcl-B displacement	NFkB transloc inh cell count 2 µM	IL1B NFkB pot	IL1B NFkB pot cell count 2 µM
Cc1cc2ccccc2n1CCNC(=O)C(C)Oc1ccccc1 (stereo unspecified)	11.2	94.5	83.3	0.1	-60.5%	20.8%	175	-0.1	175
CCC(=O)c1cccc2c1N=CC1=C(CC(C)(C)CC1=O)N2	-2.5	74.2	76.6	9.9	13.2%	-8.3%	176	-9.9	176
COc1ccccc1CNC(=O)COC(=O)C1=COCCO1	-14.2	90.5	104.7	-1.3	9.4%	-2.7%	161	1.3	161
CCCCCN(C(=O)NC(=O)Nc1ccccc1OC)S(C)(=O)=O	-5.1	93.8	98.8	-20.0	18.5%	2.6%	177	20.0	177
O=c1c2ccccc2c(/C=N/n2cnnc2)c(O)n1-c1ccccc1	-11.5	94.6	106.1	-7.3	4.5%	0.0%	153	7.3	153
CCOC(=O)CCS(=O)(=O)c1ccc(-c2ccc(S(=O)(=O)CCC(=O)OCC)cc2)cc1	nt	nt	nt	-5.5	-1.5%	2.9%	147	5.5	147
